rTrxR1 inhibitor – qHTS Assay for Inhibitors of Mammalian Selenoprotein Thioredoxin Reductase 1 (TrxR1): qHTS; recombinant rTrxR1, NADPH fluorescence consumption, selenite substrate; Potency, µM (series often up to 114 µM), for inactives: at the top dose activity change, negative = inhibition, usual class: inhibitors; hit rate 1% among 390,000; note: potency is the fitted concentration of half-maximal effect; % is set by controls: 0 for no effect and ±100 for the full control effect; nearly all actives have a fitted effect of over 65% in size
Target sequence (O89049 whole entry, looked up): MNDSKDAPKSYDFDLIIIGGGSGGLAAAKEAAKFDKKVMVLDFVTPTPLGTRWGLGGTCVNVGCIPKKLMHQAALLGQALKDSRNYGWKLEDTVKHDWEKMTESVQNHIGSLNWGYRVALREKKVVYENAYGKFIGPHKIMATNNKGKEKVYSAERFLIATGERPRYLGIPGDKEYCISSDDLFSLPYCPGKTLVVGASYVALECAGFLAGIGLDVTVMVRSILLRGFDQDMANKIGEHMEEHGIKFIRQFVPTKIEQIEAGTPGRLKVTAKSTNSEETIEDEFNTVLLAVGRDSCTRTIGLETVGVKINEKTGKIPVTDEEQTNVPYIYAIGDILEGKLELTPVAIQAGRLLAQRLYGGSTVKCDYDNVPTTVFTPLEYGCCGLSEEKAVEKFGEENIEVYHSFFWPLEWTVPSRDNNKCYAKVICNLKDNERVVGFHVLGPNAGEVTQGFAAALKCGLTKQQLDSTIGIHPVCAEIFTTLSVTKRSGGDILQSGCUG
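Rat TrxR1 (90 nM in the dispensed reagent) was pre-reduced with 400 uM NADPH for 5 min at room temperature, then incubated with compound for 15 min. After 400 uM selenite was added, NADPH fluorescence (Ex 340/Em 450 nm) was followed for 8 min.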
Pin1 inhibitor – qHTS Assay to Find Inhibitors of Pin1; Potency, µM (top dose mostly 115 µM), inactives show top-dose activity, negative = inhibition, hits mostly inhibitors; Peptidyl-prolyl cis-trans isomerase NIMA-interacting 1 (Homo sapiens), Q13526; Pin1 FP peptide displacement, HiFluor488, 10 min; hit rate 0.009% among 390,000; active = well fitted inhibition curve with a large enough effect in the polarisation, with a control signal flat, not every such curve was filed as active; inconclusive = small, poorly fitted or top-dose-only effect, or effect the other way, or a change in a side signal; inactive = no such curve, though single readings can be large or run the other way; the % refers to the polarisation; note: potency is the fitted concentration of half-maximal effect; % is set by controls: 0 for no effect and ±100 for the full control effect
D2 antagonist – HTS Assay for Allosteric Antagonists of the Human D2 Dopamine Receptor: Primary Screen for Antagonists. D(2) dopamine receptor (Homo sapiens), P14416. hit rate 2% among 340,000. AID 485344, 2010. inhibition, % at 10 µM. HEK293 TREx D2 cells, calcium flux, dopamine EC80; in the data active = inhibition above about 30%; note: 0% is about no effect
Target sequence (P14416 whole entry, looked up): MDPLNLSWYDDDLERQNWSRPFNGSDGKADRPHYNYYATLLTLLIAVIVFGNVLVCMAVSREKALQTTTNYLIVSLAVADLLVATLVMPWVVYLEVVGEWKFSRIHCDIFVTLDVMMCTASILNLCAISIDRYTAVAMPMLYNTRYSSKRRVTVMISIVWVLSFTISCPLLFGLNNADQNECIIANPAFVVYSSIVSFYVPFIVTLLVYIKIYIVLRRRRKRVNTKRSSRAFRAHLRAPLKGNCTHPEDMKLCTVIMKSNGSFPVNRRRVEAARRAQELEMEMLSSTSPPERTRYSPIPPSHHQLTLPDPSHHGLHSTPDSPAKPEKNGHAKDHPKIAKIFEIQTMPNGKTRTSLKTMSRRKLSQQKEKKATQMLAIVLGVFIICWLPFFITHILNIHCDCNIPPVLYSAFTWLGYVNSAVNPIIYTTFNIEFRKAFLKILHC
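Measurement of antagonist activity uses fluorescent calcium dye in inducible HEK293 T-REx D2 cells: 10 s baseline, compound addition with 180 s read, EC80 dopamine addition with a further 180 s read.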
mIDH1 inhibitor – qHTS for Inhibitors of mutant isocitrate dehydrogenase 1 (IDH1): qHTS | Isocitrate dehydrogenase [NADP] cytoplasmic (Homo sapiens), O75874 | IDH1-R132H enzyme, NADPH consumption, diaphorase/resazurin fluorescence | Potency, µM (doses to about 76.6 µM), for the others: at the highest dose activity change, negative = inhibition, most hits filed as inhibitors | hit rate 0.093% among 390,000; note: potency is the fitted concentration of half-maximal effect; % is set by controls: 0 for no effect and ±100 for the full control effect; nearly all actives have a fitted effect of over 65% in size
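IDH1-R132H (0.5 ug/mL) preincubated 30 min with compound, then NADPH (0.016 mM) and alpha-KG (2 mM) added; 80 min at RT, pH 7.5. Remaining NADPH coupled via diaphorase/resazurin to fluorescence (540/590 nm); concentration-response curves normalized to no-enzyme control.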
USP1-UAF1 inh – Inhibitors of USP1/UAF1: Primary Screen; recombinant USP1/UAF1, Ub-Rhodamine cleavage fluorescence; AID 743255, 2014; Ubiquitin carboxyl-terminal hydrolase 1 (Homo sapiens), O94782; hit rate 0.23% among 390,000; Potency, µM (highest dose often 57.1 µM), for the others: at the top dose activity change, negative = inhibition, actives largely listed as inhibitors; note: potency is the fitted concentration of half-maximal effect; % is set by controls: 0 for no effect and ±100 for the full control effect; nearly all actives have a fitted effect of over 60% in size; inactives centre near -12
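1 nM enzyme complex + cpd, 15 min RT; start with Ub-Rho 150nM final; kinetic fluorescence ex 480/em 540, 6 reads q60 s. Buffer 50mM HEPES pH 7.8, 0.5mM EDTA, 0.1 mg/ml BSA, 1mM TCEP, 0.01% Tween-20.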
TRHR PAM – qHTS for Small Molecule Agonists and Allosteric Enhancers of Human TRH Receptor: Primary Screen for Enhancers | enhancement, % at 2 µM | Thyrotropin-releasing hormone receptor (Homo sapiens), P34981 | hit rate 0.66% among 360,000 | TRHR cells, fluo-8 calcium fluorescence, EC20 TRH enhancement; in the data active = enhancement above about 30%; note: 0% is about no effect
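Enhancer read-out: after compound pinning and an initial kinetic agonist-mode read, an EC20 of TRH (10 nM final) was injected and fluo-8 calcium signal (Ex 480/Em 530) followed at 1 s/cycle for 100 cycles in TRHR-expressing cells.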
D2 ag – HTS Assay for Allosteric Agonists of the Human D2 Dopamine Receptor: Primary Screen for Agonists; D(2) dopamine receptor (Homo sapiens), P14416; HEK293 T-REx D2 cells, calcium flux agonist mode; activation, % at 2 µM; hit rate 0.53% among 340,000;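 active = activation over 3 SD above normal in the single-dose calcium agonist read, cut at about 30% in these data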; note: 0% is about no effect
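HEK293 Trex D2 cells, tetracycline-induced, o/n 30 C 5% CO2; no-wash Ca dye, RT 30–90 min; 10-cycle baseline, 23 nl cpd added, kinetic Ca read 180 s; agonist hits = positive Ca response.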
TRHR ag – qHTS for Small Molecule Agonists and Allosteric Enhancers of Human TRH Receptor: Primary Screen for Agonists | activation, % at 2 µM | hit rate 0.18% among 360,000 | TRHR cells, calcium flux fluo-8, FDSS agonist mode | Thyrotropin-releasing hormone receptor (Homo sapiens), P34981 | AID 493084, 2011; in the data active = activation above about 30%; note: 0% is about no effect
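Fluo-8-loaded TRHR cells; 10 s baseline, compound added, kinetic Ca2+ fluorescence read 1/s, agonist mode.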
TrxR1 substrate – qHTS Assay for Substrates of Mammalian Selenoprotein Thioredoxin Reductase 1 (TrxR1): qHTS. hit rate 0.01% among 390,000. purified TrxR1 substrate turnover, NADPH consumption readout. Thioredoxin reductase 1, cytoplasmic (Rattus norvegicus), O89049. Potency, µM (highest dose often 114 µM), for the others: at the top dose activity change, negative = substrate turnover; note: potency is the fitted concentration of half-maximal effect; % is set by controls: 0 for no effect and ±100 for the full control effect; nearly all actives have a fitted effect of over 50% in size
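Rat TrxR1, dispensed at 90 nM, was prereduced with 400 uM NADPH (final) for 5 min at ~22 deg C, then incubated with compound 15 min before 400 uM selenite. A first-read NADPH fluorescence drop versus no-compound background flagged substrates.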
Active calls of the source: *; [ ] = remark or other dose. Unless noted, calls come from the whole dose curve; as a rule, active = well fitted inhibition curve with a large enough effect; inconclusive = small, poorly fitted or top-dose-only effect; inactive = no such curve, though single readings can be large or run the other way. Some of the compounds tested, so the mix of outcomes need not match the whole.

Screening Cc1cc(/C(N)=N/OC(=O)Nc2cccc(C(F)(F)F)c2)no1 returned rTrxR1 inhibitor 21%[57.1 µM], Pin1 inhibitor 1%, D2 antagonist -50, mIDH1 inhibitor 5%, USP1-UAF1 inh -5%, TRHR PAM 6, D2 ag 1.9, TRHR ag 0.4 and TrxR1 substrate -15%[57.1 µM].
COc1ccc(N2CCN(c3nc4c(c(=O)[nH]c(=O)n4C)n3Cc3cccc(C)c3)CC2)cc1 was read as rTrxR1 inhibitor -8%, Pin1 inhibitor -2%, D2 antagonist -11, mIDH1 inhibitor 0%, USP1-UAF1 inh -21%, TRHR PAM 0, D2 ag 3.4, TRHR ag -1.5 and TrxR1 substrate -10%.
`COCC(C)n1c(C)cc(C(=O)CN2C(=O)NC3(CCCCC3C)C2=O)c1C` (stereo not drawn) gave rTrxR1 inhibitor -3%, Pin1 inhibitor -3%, D2 antagonist 20, mIDH1 inhibitor 5%, USP1-UAF1 inh -13%, TRHR PAM 0, D2 ag 0.4, TRHR ag 0.4 and TrxR1 substrate 0%.
For Cc1ccccc1NC(=O)Cn1nnc(-c2ccc(N3CCOCC3)cc2)n1 the results were rTrxR1 inhibitor -9%, Pin1 inhibitor -6%, D2 antagonist 5, mIDH1 inhibitor 0%, USP1-UAF1 inh -16%, TRHR PAM -5, D2 ag 0.8, TRHR ag 0.5 and TrxR1 substrate 5%.
COc1cc(OC)c(OC)cc1/C=N/Nc1ncnc2c1[nH]c1ccccc12 was read as rTrxR1 inhibitor -12%, Pin1 inhibitor 15%, D2 antagonist -11, mIDH1 inhibitor 4%, USP1-UAF1 inh -5%, TRHR PAM 3, D2 ag 0.4, TRHR ag 0.5 and TrxR1 substrate 16%.
For c1ccc(C2NCCn3cccc32)cc1 (stereo not drawn) the results were rTrxR1 inhibitor -7%, Pin1 inhibitor -8%, D2 antagonist 2, mIDH1 inhibitor 1%, USP1-UAF1 inh -11%, TRHR PAM -10, D2 ag -0.1, TRHR ag 0.5 and TrxR1 substrate -3%.
For COc1cc(Cl)c(C)cc1NC(=O)Cn1ncc2c3ccccc3n(Cc3ccccc3)c2c1=O the results were rTrxR1 inhibitor 22%, Pin1 inhibitor -2%, mIDH1 inhibitor -8%, USP1-UAF1 inh -12%, TRHR PAM -1, D2 ag 0.0, TRHR ag 0.8 and TrxR1 substrate 3%.
Screening CC1CN(C(=O)CCC(=O)NC2CCCCC2)c2ccccc2S1 (stereo not drawn) returned rTrxR1 inhibitor 24%, Pin1 inhibitor 0%, D2 antagonist -6, mIDH1 inhibitor 7%, USP1-UAF1 inh -18%, TRHR PAM 0, D2 ag 0.1, TRHR ag -0.6 and TrxR1 substrate 4%.
Screening COc1cc2c(cc1OC)C(COc1ccccc1OC)N(C(=O)COc1ccc(Cl)cc1)CC2 (stereo not drawn) returned rTrxR1 inhibitor -19%[57.1 µM], Pin1 inhibitor 18%, mIDH1 inhibitor -5%, USP1-UAF1 inh -31%, TRHR PAM -3, TRHR ag 0.2 and TrxR1 substrate -12%[57.1 µM].
CCOc1ccc(CCNC(=O)CCNC(=O)c2ccccc2Cl)cc1OCC was read as rTrxR1 inhibitor 13%, Pin1 inhibitor -5%, D2 antagonist 12, mIDH1 inhibitor 3%, USP1-UAF1 inh -14%, TRHR PAM -9, D2 ag -0.6, TRHR ag 0.3 and TrxR1 substrate 0%.
`COC(=O)c1ccc(/C=N/NC(=O)C2CC(=O)N(c3ccc(OC)cc3)C2)cc1` (stereo not drawn) gave rTrxR1 inhibitor -3%, Pin1 inhibitor 4%, D2 antagonist -11, mIDH1 inhibitor 8%, USP1-UAF1 inh -20%, TRHR PAM -4, D2 ag -0.6, TRHR ag -0.8 and TrxR1 substrate -6%.
Screening O=C(/C=C/c1ccc2c(c1)OCO2)Nc1c(C(=O)O)[nH]c2ccccc12 returned rTrxR1 inhibitor -15%, Pin1 inhibitor -16%, D2 antagonist 5, mIDH1 inhibitor 3%, USP1-UAF1 inh -9%, TRHR PAM 1, D2 ag 0.4, TRHR ag 0.7 and TrxR1 substrate -20%.
COc1ccccc1CCNC(=O)Cc1c(C)c2cc3c(C)coc3cc2oc1=O was read as rTrxR1 inhibitor 21%, Pin1 inhibitor 1%, mIDH1 inhibitor 8%, USP1-UAF1 inh -21%, TRHR PAM -4, D2 ag -1.1, TRHR ag -1.4 and TrxR1 substrate 15%.
Screening CCOC(=O)c1cnc(SCCN2CCOCC2)nc1N returned rTrxR1 inhibitor 5%[57.1 µM], Pin1 inhibitor -3%, D2 antagonist -14, mIDH1 inhibitor 2%, USP1-UAF1 inh -12%, TRHR PAM 4, D2 ag 0.6, TRHR ag -1.0 and TrxR1 substrate 10%[57.1 µM].
Screening O=C(NCc1cc([N+](=O)[O-])ccc1O)c1cccnc1Sc1ccc(Cl)cc1 returned rTrxR1 inhibitor 1%, Pin1 inhibitor -3%, D2 antagonist -13, mIDH1 inhibitor -3%, USP1-UAF1 inh -4%, TRHR PAM 8, D2 ag -1.0, TRHR ag 1.5 and TrxR1 substrate -13%.
`O=C(Cc1ccc(Br)cc1)Nc1ccccc1N1CCCC1` gave rTrxR1 inhibitor inconclusive, Pin1 inhibitor -6%, D2 antagonist 10, mIDH1 inhibitor 2%, USP1-UAF1 inh -24%, TRHR PAM -7, D2 ag -0.6, TRHR ag -1.4 and TrxR1 substrate -22%.
Screening Cc1ccccc1COC(=O)CCC1=NS(=O)(=O)c2ccccc2N1 returned rTrxR1 inhibitor -16%, Pin1 inhibitor -1%, D2 antagonist -30, mIDH1 inhibitor -1%, USP1-UAF1 inh -7%, TRHR PAM 16, D2 ag -0.2, TRHR ag -0.7 and TrxR1 substrate -11%.
Screening COCC1CCN(C(=O)C2CCC(=O)N(C3CCCCCC3)C2)CC1 (stereo not drawn) returned rTrxR1 inhibitor 9%, Pin1 inhibitor -1%, D2 antagonist 5, mIDH1 inhibitor -2%, USP1-UAF1 inh -7%, TRHR PAM -2, D2 ag -0.4, TRHR ag 0.4 and TrxR1 substrate 2%.
COc1ccccc1CCNC(=O)C(=O)NCC(c1ccc2c(c1)OCO2)N1CCOCC1 (stereo not drawn) was read as rTrxR1 inhibitor 22%[57.1 µM], Pin1 inhibitor 3%, mIDH1 inhibitor -12%, USP1-UAF1 inh 10%, TRHR PAM -5, TRHR ag -0.2 and TrxR1 substrate 7%[57.1 µM].
For CC1Cn2c(nc3c2c(=O)[nH]c(=O)n3C)O1 (stereo not drawn) the results were rTrxR1 inhibitor 2%, Pin1 inhibitor -7%, D2 antagonist -3, mIDH1 inhibitor 8%, USP1-UAF1 inh -13%, TRHR PAM 2, D2 ag -1.5, TRHR ag 0.7 and TrxR1 substrate 1%.
For CCOC(=O)c1c(NC(=O)CN2C(=O)NC3(CCCCC3C)C2=O)sc(C(=O)N(C)C)c1C (stereo not drawn) the results were rTrxR1 inhibitor 11%, Pin1 inhibitor 1%, D2 antagonist 0, mIDH1 inhibitor 5%, USP1-UAF1 inh -21%, TRHR PAM 0, D2 ag 0.3, TRHR ag 0.1 and TrxR1 substrate 3%.
CCN(CC(=O)NCc1ccc(Cl)cc1)C(=O)/C=C/c1cccs1 was read as rTrxR1 inhibitor 11%, Pin1 inhibitor -1%, D2 antagonist 4, mIDH1 inhibitor 2%, USP1-UAF1 inh -22%, TRHR PAM -13, D2 ag -0.1, TRHR ag -0.9 and TrxR1 substrate 3%[57.1 µM].
`COc1ccccc1CNC(=S)NC1CCCC1` gave rTrxR1 inhibitor 24%[57.1 µM], Pin1 inhibitor -9%, D2 antagonist -2, mIDH1 inhibitor 6%, USP1-UAF1 inh 5%, TRHR PAM 7, D2 ag -1.0, TRHR ag -0.2 and TrxR1 substrate 10%[57.1 µM].
`CCN(CC(=O)Nc1ccc(OC)cc1)CC(=O)Nc1ccc(Cl)cc1F` gave rTrxR1 inhibitor 5%[57.1 µM], Pin1 inhibitor 0%, D2 antagonist 4, mIDH1 inhibitor 9%, USP1-UAF1 inh -9%, TRHR PAM 0, D2 ag 3.1, TRHR ag 0.3 and TrxR1 substrate -7%.
For Cc1ccc(-n2ncc(C(=O)Nc3cc(Cl)cc(Cl)c3)c2C2CCNCC2)cc1C the results were rTrxR1 inhibitor 25%, Pin1 inhibitor 5%, D2 antagonist -6, mIDH1 inhibitor -2%, USP1-UAF1 inh -22%, TRHR PAM -3, D2 ag 0.6, TRHR ag 1.5 and TrxR1 substrate 4%.
For COc1ccc(NC(=O)CC2C(=O)N(c3ccc(Cl)cc3)C(=S)N2CCc2ccncc2)cc1 (stereo not drawn) the results were rTrxR1 inhibitor 0%, Pin1 inhibitor 3%, D2 antagonist -5, mIDH1 inhibitor 12%, USP1-UAF1 inh -14%, TRHR PAM 9, D2 ag -1.0, TRHR ag 0.4 and TrxR1 substrate -8%.
